High-throughput results from PubChem BioAssay.
GLS inhibitor: blocks human kidney-isoform glutaminase activity. GLS enzymatic activity, qHTS titration. Potency, µM (series often up to 45.5 µM), inactives show at the top dose activity change, negative = inhibition, hits mostly inhibitors. 410,000 compounds, 0.21% hits. AID 624170; note: potency is the fitted concentration of half-maximal effect; % is set by controls: 0 for no effect and ±100 for the full control effect
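hKGA in 45 mM KH2PO4 pH 8.2, 0.02% Tween-20 with pin-transferred compounds; 1 mM L-glutamine (stock) plus glutamate oxidase/HRP/Amplex Red coupling added. Fluorescence read initially and after 30 min at RT.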
HP1b chromo inh: blocks HP1-beta chromodomain binding to methylated histone tails; P83916; AlphaScreen HP1-beta / biotin-H3K9me3 peptide binding; Potency, µM (titrated, usually from 114 µM), for the others: top-dose activity change, negative = inhibition, hits mostly inhibitors; 390,000 compounds, 0.56% hits; AID 540317; note: potency is the fitted concentration of half-maximal effect; nearly all actives have a fitted effect of over 70% in size; inactives centre near 23
Target sequence (P83916 whole entry, looked up): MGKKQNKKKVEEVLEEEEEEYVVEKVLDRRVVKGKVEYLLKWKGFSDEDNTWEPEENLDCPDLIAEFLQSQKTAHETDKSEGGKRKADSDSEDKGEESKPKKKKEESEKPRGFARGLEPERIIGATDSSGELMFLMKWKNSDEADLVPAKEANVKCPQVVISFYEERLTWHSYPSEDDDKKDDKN
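Compound inhibition of the preformed complex between 50 nM HP1-beta and 50 nM biotinylated H3K9me3 peptide was read by AlphaScreen. Buffer was PBS pH 7.4 with 0.01% Tween-20. Incubations ran 30 min at room temperature, with 10 ug/mL donor/acceptor beads.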
G9a inh: inhibitors of human histone lysine methyltransferase G9a; 350,000 compounds, 8.8% hits; Potency, µM (top dose mostly 102 µM), for the others: top-dose activity, negative = inhibition, hits mostly inhibitors; G9a H3K9 monomethylation, AlphaScreen, 2 h; note: potency is the fitted concentration of half-maximal effect; % is set by controls: 0 for no effect and ±100 for the full control effect; nearly all actives have a fitted effect of over 75% in size
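Compounds were preincubated with 20 nM G9a for 15 min, after which biotinylated H3K9 peptide (500 nM) and SAM (20 uM) started a 2 h room-temperature reaction. Monomethylated product was quantified by antibody-based AlphaScreen chemiluminescence.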
POLH inh: inhibitors of human DNA polymerase eta | Q9Y253 | recombinant Pol eta, fluorescent DNA replication assay | Potency, µM (highest dose often 114 µM), inactives show at the highest dose activity change, negative = inhibition, actives largely listed as inhibitors | 390,000 compounds, 1.2% hits | AID 588591; note: potency is the fitted concentration of half-maximal effect; % is set by controls: 0 for no effect and ±100 for the full control effect
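Fluorescent replication assay: 50 nM final substrate added after a 15 min room-temperature compound preincubation with 10 nM enzyme. Signal taken at 0 min and again at 10 min.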
PGK inhibitor: T. brucei PGK inhibition; 380,000 compounds, 0.043% hits; Potency, µM (titrated, usually from 57.5 µM), for the others: at the top dose activity change, negative = inhibition, hits mostly inhibitors; PGK/GAPDH coupled, Kinase-Glo luminescence, 60 min; P07378; note: potency is the fitted concentration of half-maximal effect; % is set by controls: 0 for no effect and ±100 for the full control effect; nearly all actives have a fitted effect of over 60% in size
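Luminescent ATP detection (Kinase-Glo Plus) follows a 60-minute room-temperature incubation, with wells lacking PGK as controls. Buffer: 100 mM TEA (pH 7.6), 5 mM MgCl2, 0.01% Tween-20. Coupling enzyme GAPDH (100 nM final) supplies unstable 1,3-BPG in-well.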
PI4K2A block: inhibitors of human PI4K2A. purified PI4K2A, ADP-Glo luminescence, 1 h; active compounds read low. activity change, negative = inhibition, % at 76.9 µM. 420,000 compounds, 0.13% hits; in the data active = activity change below about -50%; inconclusive = mostly about -30% to -49%;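 note: -100% = wells without enzyme as full effect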
Target sequence (Q9BTU6 whole entry, looked up): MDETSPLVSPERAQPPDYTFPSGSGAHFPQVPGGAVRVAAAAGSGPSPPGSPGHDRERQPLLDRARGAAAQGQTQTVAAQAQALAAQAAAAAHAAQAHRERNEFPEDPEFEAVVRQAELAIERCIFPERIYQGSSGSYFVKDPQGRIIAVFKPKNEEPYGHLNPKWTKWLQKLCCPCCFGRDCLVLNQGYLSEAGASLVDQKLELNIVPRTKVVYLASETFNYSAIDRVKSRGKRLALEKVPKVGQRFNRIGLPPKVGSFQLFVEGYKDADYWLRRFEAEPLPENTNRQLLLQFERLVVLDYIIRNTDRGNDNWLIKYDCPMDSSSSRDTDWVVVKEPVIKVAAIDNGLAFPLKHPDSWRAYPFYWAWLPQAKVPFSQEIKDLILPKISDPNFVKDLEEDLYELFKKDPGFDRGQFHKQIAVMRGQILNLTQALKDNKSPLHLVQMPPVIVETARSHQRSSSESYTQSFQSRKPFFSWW
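PI4K2A activity was measured by ADP-Glo luminescence: enzyme (4 ug/mL stock) and phosphatidylinositol (1.2 mM stock) in Tris pH 7.5/MgCl2/EGTA/Triton X-100 buffer were reacted with ATP (300 microM stock) for one hour at ambient temperature.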
JMJD2A Tudor: inhibitors of human JMJD2A Tudor domain | O75164 | AlphaScreen JMJD2A-Tudor / H3K4me3 peptide binding | Potency, µM (highest dose often 114 µM), without a hit: top-dose activity change, negative = inhibition, hits mostly inhibitors | 390,000 compounds, 4.4% hits | AID 504339; note: potency is the fitted concentration of half-maximal effect; % is set by controls: 0 for no effect and ±100 for the full control effect; nearly all actives have a fitted effect of over 50% in size
Pin1 inh: inhibitors of human Pin1 | AID 504891 | Pin1 FP peptide displacement, HiFluor488, 10 min | Q13526 | 390,000 compounds, 0.009% hits | Potency, µM (doses to about 115 µM), without a hit: at the highest dose activity, negative = inhibition, usual class: inhibitors; active = well fitted inhibition curve with a large enough effect in the polarisation, with a control signal flat, not every such curve was filed as active; inconclusive = small, poorly fitted or top-dose-only effect, or effect the other way, or a change in a side signal; inactive = no such curve, though single readings can be large or run the other way; the % refers to the polarisation; note: potency is the fitted concentration of half-maximal effect; % is set by controls: 0 for no effect and ±100 for the full control effect
Target sequence (Q13526 whole entry, looked up): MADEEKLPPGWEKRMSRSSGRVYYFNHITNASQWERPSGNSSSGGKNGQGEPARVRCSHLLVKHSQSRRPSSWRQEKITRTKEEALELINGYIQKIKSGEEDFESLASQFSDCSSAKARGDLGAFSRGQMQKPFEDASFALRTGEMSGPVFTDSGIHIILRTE
BAZ2B block: BAZ2B (human) inhibition; Potency, µM (titrated, usually from 114 µM), for inactives: at the highest dose activity change, negative = inhibition, most hits filed as inhibitors; Q9UIF8; 360,000 compounds, 4.4% hits; AlphaScreen BAZ2B-H3K14Ac peptide displacement; note: potency is the fitted concentration of half-maximal effect; % is set by controls: 0 for no effect and ±100 for the full control effect; nearly all actives have a fitted effect of over 60% in size
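Multi-concentration screen (max 110 uM) measuring displacement of acetylated histone H3 peptide from BAZ2B by AlphaScreen, using 50 nM protein, 50 nM peptide and 10 ug/mL streptavidin donor plus Ni-chelate acceptor beads.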
Starred values were filed as active, the others as inactive; i = inactive; ? = inconclusive; nt = not tested or not shown; [ ] = dose if it differs, or a comment. Unless noted, calls come from the whole dose curve; as a rule, active = well fitted curve in the direction sought with a large enough effect; inconclusive = small, poorly fitted or top-dose-only effect, or another doubt; inactive = no such curve, though single readings can be large; an effect the other way counts as inactive or inconclusive. Not all compounds are listed; the hit share may differ from the screen's.

SMILES	GLS inhibitor	HP1b chromo inh	G9a inh	POLH inh	PGK inhibitor	PI4K2A block	JMJD2A Tudor	Pin1 inh	BAZ2B block
Cc1cc(C)cc(OCC(=O)O/N=C(\N)Cc2ccc([N+](=O)[O-])cc2)c1	1.7%	13.2%	nt	-22.4%	-9.1%	-0.6	-15.2%	3.7%	-6.8%
CCc1cccc2c(C(=O)Cn3nnc(-c4ccc(OC)c(OC)c4)n3)c[nH]c12	0.1%	10.3%	-1.9%	?	-8.9%	-1.6	-14.8%	3.6%	-0.8%
CSc1ccccc1C(=O)OCC(=O)Nc1cccnc1Cl	-3.0%	14.8%	nt	-3.1%	-5.9%	-3.8	-16.4%	-1.5%	nt
Cc1ccc(NC(=O)NC2CC(=O)N(c3ccc4c(c3)OCCO4)C2)cc1C (stereo not given)	4.0%	5.0%	-35.6%	0.9%	3.9%	1.7	-17.9%	2.1%	2.4%
CC(C)c1ccccc1NC(=S)NCc1ccccc1F	-2.8%	15.8%	-7.4%[59 µM]	-4.9%	3.0%	0.7	-11.1%	-1.3%	-23.7%
CC(=O)Nc1cccc(NCC(=O)Nc2cc(S(=O)(=O)N3CCCCC3)ccc2Cl)c1	-7.4%	7.1%	nt	-22.2%	-7.2%	-5.7	-25.3%	0.3%	nt
CC(=O)N1C2CCCCC2S[C@H]2CCCCC21 (stereo not given in full)	11.6%	8.0%	?	-9.0%	0.5%	2.7	-2.3%	4.8%	-3.4%
Clc1ccc(CSc2nnc(CN3CCOCC3)n2-c2ccccc2)cc1Cl	13.7%	22.0%	2.2%[59 µM]	-3.4%	5.8%	-5.4	4.8%	-2.4%	2.8%
CN(C)C(CNC(=O)c1cc2ccccc2o1)c1ccco1 (stereo not given)	-8.3%	27.0%	nt	1.2%	-3.1%	3.2	-22.8%	-0.6%	nt
O=C(O)CCc1c(C(=O)O)[nH]c2ccccc12	-5.6%	33.9%	-4.0%[59 µM]	-7.3%	-0.3%	-9.7	-30.8%	-3.4%	-11.9%
COc1cccc(CNC(=O)c2cc3ccc4cccnc4c3[nH]2)c1	4.8%	44.6%[activator]	-2.8%[59 µM]	-3.5%	i	1.7	-22.0%	-1.1%	11.6%[57.1 µM]
CCOc1ccccc1OCCn1nnc2ccccc21	1.8%	22.7%	-36.9%[12.7 µM]	-10.5%	-7.7%	-0.4	18.2%	-8.3%	2.2%
O=C1CC[C@@H](CN(Cc2ccccn2)Cc2nc(Cc3cccc(C(F)(F)F)c3)no2)N1	-0.3%	37.0%	3.6%	-18.1%	9.4%	2.0	-7.6%	1.5%	?
CCOc1cc(C(=O)Nc2nnc(C)s2)cc(OCC)c1OCC	-4.1%	41.5%[activator]	-36.7%	-25.1%	7.7%	-1.1	-6.9%	22.8%	-3.4%
COc1cc(CCC(=O)Nc2ccc(C)c(S(=O)(=O)N(C)C)c2)cc(OC)c1OC	-5.7%	38.2%	25.1%[59 µM]	-4.2%	-2.4%	1.5	-3.4%	-7.6%	3.3%
Cc1ccc(NC(=O)CC2=NC(=O)C(CC(=O)Nc3ccccc3F)S2)cc1 (stereo not given)	-0.5%	29.9%	?	-16.1%	-0.5%	-2.1	-2.8%	-4.3%	-3.8%
CCCCCCOc1ccc(/C(N)=N/O)cc1	15.2%	31.9%	6.5%	-13.0%	-0.6%	-3.0	4.4%	-0.9%	-2.8%
C/C(=N\NC(=O)COc1ccccc1-c1ccccc1)c1ccccn1	-13.2%	46.0%[activator]	-7.8%	-24.6%	-9.2%	5.6	9.6%	-4.2%	56.2µM*
Cc1ccc(C(=O)N2CCN(c3ccccc3F)CC2)cc1S(=O)(=O)N1CCOCC1	2.7%	3.0%	-38.3%	5.9%	1.9%	-3.6	-6.9%	-10.0%	4.8%
CCOC(=O)N1CCC(Nc2c(NCCCN3CCN(C4CCCCC4)CC3)c(=O)c2=O)CC1	33.7%[activator]	41.2%[activator]	4.7%	-13.8%	nt	-4.8	-26.8%	-5.3%	0.8%
CC(=O)N1N=C(c2ccc(C)o2)CC1c1ccc(Br)cc1 (stereo not given)	9.0%	-0.7%	nt	-5.4%	-0.9%	2.4	-25.8%	-7.1%	?
CCOc1ccccc1CNC(=O)c1ccc(NC(=O)C2=C(C)OCCS2)cc1	-10.3%	29.4%	31.6µM*	-19.5%	0.3%	8.2	-34.5%	4.9%	?
Cc1cnc(CN2CCc3c([nH]c4ccccc34)C2CC(C)C)[nH]1 (stereo not given)	-2.1%	53.8%	26.4%[12.7 µM]	-18.5%	-4.6%	3.2	?	?	?
Cc1cc(C)c(C#N)c(SCc2ccc(F)cc2)n1	1.1%	73.5%[activator]	46.6%	-1.3%	i	-0.5	8.3%	-8.4%	2.7%
CCc1ccccc1NC(=O)N1CCC2(CC1)Oc1ccccc1C(=O)N2Cc1ccccc1F	-11.5%	30.0%	-23.1%[59 µM]	nt	nt	-1.9	-9.8%	-1.2%	-2.2%

Further results.
SMILES	GLS inhibitor	HP1b chromo inh	G9a inh	POLH inh	PGK inhibitor	PI4K2A block	JMJD2A Tudor	Pin1 inh	BAZ2B block
CCC(=O)NC(c1cccs1)c1cc(Cl)c2ccccc2c1O (stereo not given)	16.8%	26.2%	1.7%[0.501 µM]	-2.2%	-0.8%	-3.0	-24.5%	-0.2%	?
O=C1CS/C(=N/N=C/c2ccc(OS(=O)(=O)c3ccccc3)cc2)N1	-1.1%	24.1%	0.0%	-19.0%	-9.7%	-1.3	-1.5%	5.3%	-4.8%
COc1ccc(CCNC(=O)C2CC(=O)N(c3ccc(Br)cc3)C2)cc1OC (stereo not given)	0.0%	4.3%	24.9%[59 µM]	1.1%	nt	0.8	-21.6%	6.0%	-8.7%
O=C(c1cc(-c2ccncc2)nc2ccccc12)N1CCN(S(=O)(=O)/C=C/c2ccccc2)CC1	-1.9%	26.1%	-1.9%	-9.8%	i	17.4	-29.1%	14.7%	-24.2%
COc1ccc([N+](=O)[O-])cc1-n1cccc1	5.6%	?	5.3%[59 µM]	-28.2%	-1.7%	-1.4	?	-1.1%	50.1µM*
COCCCNC(=O)c1ccc2c(c1)N(Cc1ccccc1)C(=O)c1ccccc1S2	-13.2%	-8.2%	-1.1%[59 µM]	-5.8%	i	2.8	?	-3.6%	-10.7%
Cc1ccc(C(C(=O)NC2CCCCC2)N(C(=O)Cc2c[nH]c3ccccc23)c2ccccc2C)o1 (stereo not given)	1.6%	26.7%	7.5%[59 µM]	-16.2%	-0.2%	2.1	-0.4%	0.1%	-11.5%
CN(c1ccc(C(=O)N2CCc3ccccc3C2)cc1)S(C)(=O)=O	8.6%	20.6%	-50.1%[59 µM]	-4.6%	-8.1%	9.1	5.3%	-2.7%	-2.0%
C=CCc1ccccc1OCC(=O)N/N=C/c1ccccc1OCC	0.7%	31.1%	?	-13.7%	-5.3%	-1.3	0.0%	23.8%	11.6%
FC(F)(F)c1cccc(N2CCN(CC3CC4C=CC3C4)CC2)c1 (stereo not given)	8.0%	24.9%	?	-13.2%	nt	-6.5	-28.5%	-8.7%	?
Cc1ccc(N2CCN(S(=O)(=O)N3CCCCC3)CC2)cc1Cl	2.6%	20.5%	5.7%[59 µM]	-5.4%	-6.2%	5.6	-13.6%	1.5%	2.2%
Cc1ccccc1C(=O)OCn1nnc2ccccc2c1=O	-2.3%	65.9%[activator]	29.8%	-10.7%	-3.8%	1.8	28.6%	-1.9%	24.2%
CCCCN(C(=O)c1ccc(N2CCCC2=O)cc1)c1c(N)n(CC(C)C)c(=O)[nH]c1=O	-0.9%	28.6%	9.4%[12.7 µM]	-7.7%	-9.4%	2.2	-14.3%	-3.3%	-5.0%
COc1ccc(-n2c(SCC(=O)Nc3ccc4c(c3)OCO4)nc3c(c2=O)SCC3)cc1	-3.5%	19.8%	?	-6.9%	3.1%	0.5	-13.9%	20.1%	?
COc1ccc(CCNC(=O)C(=O)NCC2OCCN2S(=O)(=O)c2ccc(OC)c(OC)c2)cc1 (stereo not given)	-0.9%	21.8%	nt	-5.5%	7.3%	1.7	-4.2%	3.3%	22.6%
CCc1nnc(NC(=O)CCN2C(=O)C3CCCCC3C2=O)s1 (stereo not given)	2.8%	17.8%	22.7%	2.1%	0.9%	3.2	-5.1%	2.8%	-10.7%
C/C(CC(=O)Nc1ccccn1)=N\NC(=O)Cc1cccc2ccccc12	14.8%	29.6%	8.0%[59 µM]	-4.0%	i	-0.9	-17.3%	-0.4%	8.2%
CC(C)(C)OC(=O)NCCCCCNC(=O)c1[nH]cnc1C(=O)NC1CCN(C(=O)OC(C)(C)C)CC1	-2.9%	47.4%[activator]	8.3%[0.501 µM]	-14.8%	i	0.2	-23.2%	-4.6%	-35.9%
Cc1cccc(C)c1NC(=O)CSc1nnc(C)n1-c1ccccc1	-6.4%	56.1%[activator]	-6.2%[59 µM]	-11.4%	-17.3%	-3.7	-11.6%	0.0%	13.0%
CCc1nc(N2CCN(C(C)=O)CC2)c2c3c(sc2n1)CC(C(C)(C)C)CC3 (stereo not given)	-1.1%	-16.6%	-20.1%	-6.5%	3.5%	-1.3	?	-3.1%	-2.3%
CC(=O)Nc1ccc(NC(=O)CSc2ccc(C(F)(F)F)cc2[N+](=O)[O-])cc1	-0.7%	8.9%	44.7µM*	5.7%	5.2%	0.7	-8.8%	-15.3%	-10.1%
